Bioassay records as filed in PubChem.
STAT3 act – IL-6 driven STAT3 reporter potentiators, primary screen, U3A cells, luciferase, luminescence, MLSCN library | IL-6 STAT3-luciferase reporter; 100% = signal with IL-6 EC80 alone | hit rate 0.91% among 190,000 | activation (% of control), % at 5.6 µM;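 active = activation above the screen-wide mean of compound activation plus 3 SD, cut at about 130% in these data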;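 note: 0% = background luminescence of wells with medium and substrate only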
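Material: STAT3-luciferase reporter U3A cells. Controls: IL-6-treated wells, 100% activation. Read-out: % activation versus median of IL-6-stimulated wells. Probe or stimulus: IL-6 stimulus at 33 ng/mL final. Timing: compound 1 h, then IL-6 6 h at 37 °C. Signal: reporter luminescence signal.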
PPARg SRC-2 ag – agonists of PPARg-SRC-2 recruitment, primary screen, biochemical, HTS | PPARgamma LBD-SRC-2 recruitment | activation, % at 8 µM | hit rate 0.34% among 200,000 | AID 1032, 2008; in the data active = activation above about 22%;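 note: 0% = vehicle and 100% = reference agonist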
Target sequence (P37231 whole entry, looked up, the tested form may be a part): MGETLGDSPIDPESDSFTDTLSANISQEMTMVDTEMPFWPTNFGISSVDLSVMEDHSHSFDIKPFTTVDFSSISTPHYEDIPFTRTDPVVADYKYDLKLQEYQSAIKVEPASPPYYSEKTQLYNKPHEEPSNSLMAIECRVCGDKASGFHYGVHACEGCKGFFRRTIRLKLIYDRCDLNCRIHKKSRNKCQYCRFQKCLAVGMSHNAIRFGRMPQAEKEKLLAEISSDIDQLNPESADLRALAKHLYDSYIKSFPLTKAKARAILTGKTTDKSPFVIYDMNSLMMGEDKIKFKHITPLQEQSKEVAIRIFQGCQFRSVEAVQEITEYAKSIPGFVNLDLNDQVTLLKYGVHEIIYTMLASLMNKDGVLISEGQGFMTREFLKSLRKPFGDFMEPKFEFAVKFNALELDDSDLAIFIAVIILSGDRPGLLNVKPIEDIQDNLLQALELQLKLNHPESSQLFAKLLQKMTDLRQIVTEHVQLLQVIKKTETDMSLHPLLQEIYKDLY
PPARg SRC1 recr – PPARgamma agonists recruiting SRC-1 coactivator, primary screen, biochemical; Peroxisome proliferator-activated receptor gamma (Homo sapiens), P37231; PPARgamma-SRC-1 coactivator recruitment biochemical assay; activation, % at 8 µM; hit rate 0.41% among 200,000; in the data active = activation above about 19%;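 note: 0% = DMSO and 100% = reference agonist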
TLR4 MyD88 comp – inhibitors of TLR4-MyD88 association in cells, primary screen, cell-based, HeLa CL3-4, BLA complementation, FRET ratio | Toll-like receptor 4 (Homo sapiens) + Myeloid differentiation primary response protein … | HeLa CL3-4 TLR4/MyD88 BLA complementation | inhibition, % at 8.4 µM | hit rate 0.18% among 200,000 | AID 861, 2007; in the data active = inhibition above about 25%;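 note: 0% = vehicle and 100% = reference inhibitor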
STAT3 blocker – IL-6 driven STAT3 reporter inhibitors, primary screen, U3A cells, luciferase, luminescence, MLSCN library; IL-6 STAT3-luciferase reporter; host cell line lacks STAT1; inhibition, % at 5.5 µM; hit rate 0.89% among 190,000;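 active = inhibition above the mean inhibition across all screened compounds plus 3 SD, cut at about 44% in these data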;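 note: 0% = DMSO only wells and 100% = 100 µM nifuroxazide control wells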
RAM inhibit – inhibitors of the yeast RAM network, primary screen, dse1pr::URA3 reporter, 5-FOA selection | S. cerevisiae dse1pr::URA3 reporter, 5-FOA growth OD615, 2 d; analog-sensitive cbk1-as2 kinase mutant strain | inhibition, % at 50 µM | hit rate 1.8% among 190,000 | AID 868, 2007;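 active = inhibition above a set limit, 3 SD over mean compound inhibition, cut at about 8.4% in these data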;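 note: 0% = DMSO-only wells with no growth and 100% = 10 µM 1-NA-PP1 full growth; inhibition rescues growth on 5-FOA so higher OD means more RAM inhibition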
STAT1 inh – STAT1 signaling inhibitors, primary screen, cell-based, HTS, luciferase reporter. inhibition, % at 5.5 µM. hit rate 0.35% among 200,000. AID 920, 2007. NIH 3T3 STAT1-luciferase reporter, IFN-gamma, luminescence;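 active = inhibition above a set limit, the mean inhibition across all tested compounds plus 3 SD, cut at about 34% in these data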;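 note: 0% = IFN-gamma with DMSO and 100% = IFN-gamma with 300 µM nifuroxazide; values of inactives mirror those of a sister screen read the other way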
PPARg SRC3 recr – PPARgamma agonists recruiting SRC-3 coactivator, primary screen, biochemical | AID 731, 2007 | Peroxisome proliferator-activated receptor gamma (Homo sapiens), P37231 | activation, % at 8 µM | biochemical PPARgamma/SRC-3 coactivator recruitment assay | hit rate 0.26% among 200,000; in the data active = activation above about 23%;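 note: 0% = DMSO and 100% = reference agonist; some compounds past the cut are filed as inactive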
S1P3 antag – S1P3 receptor antagonists, primary screen, cell-based | Sphingosine 1-phosphate receptor 3 (Homo sapiens), Q99500 | CHO S1P3 NFAT-BLA reporter, FRET fluorescence, antagonist mode | inhibition, % at 4.98 µM | hit rate 0.27% among 170,000 | AID 485, 2006;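 active = inhibition above the plate cutoff, the mean inhibition of test wells on that plate plus 3 SD, cut at about 28% in these data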;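 note: cells challenged with S1P at its EC80 of 0.8 µM; blue over green emission ratio from cleaved BLA substrate after 4 h stimulation; 0% = S1P-stimulated wells and 100% = unstimulated DMSO-only wells; some compounds past the cut are filed as inactive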
ROMK mod – ROMK potassium channel modulators, primary screen, cell-based, thallium flux, MLSMR library | AID 1918, 2009 | ATP-sensitive inward rectifier potassium channel 1 (Homo sapiens), P48048 | Tet-inducible ROMK, thallium flux fluorescence; actives lie on both sides | B-score at 10 µM | hit rate 2% among 130,000;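 active = signal ratio slope over the read window, or its plate-corrected B-score, at least 3 SD from the plate mean, either direction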;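 note: B-score of the F/F0 ratio slope over 7 to 12 s after thallium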
SRC2 TRFRET art – TR-FRET signal artefacts, primary screen, artefact control for PPARgamma SRC-2 agonist project, biochemical | TR-FRET artefact counter-screen; stronger effect = higher value | TR-FRET ratio at 8 µM | hit rate 0.4% among 200,000 | AID 1049, 2008; in the data active = TR-FRET ratio above about 2000; note: inactives centre near 1500
An asterisk follows results filed as active; · = not tested or not shown. Random draw from the library; 5.6% or so of the library scored in one or more.

Values run as follows: STAT3 act	PPARg SRC-2 ag	PPARg SRC1 recr	TLR4 MyD88 comp	STAT3 blocker	RAM inhibit	STAT1 inh	PPARg SRC3 recr	S1P3 antag	ROMK mod	SRC2 TRFRET art
COc1cccc([C@@H]2Oc3ccc(Br)cc3C(=O)[C@H]2OC(=O)NC2CCCC2)c1
→ 100.6	7.0	6.5	-6.2	-3.6	5.8	6.2	5.0	-20.3	0.00974	1511
c1ccc(-n2nnnc2Oc2ccc(-n3ccnc3)cc2)cc1
→ 90.8	-5.3	4.1	2.5	12.6	1.5	-1.0	-5.1	6.0	-0.744	1629
CCN(CC)CCN1C(=O)C(=O)/C(=C(/O)c2c(C)[nH]c(C(=O)OC)c2C)C1c1ccccc1 (configuration not stated)
→ 96.5	-11.7	0.2	-8.5	6.2	-1.4	-3.2	5.3	·	-0.169	1370
CC(=O)Nc1cccc(NC(=S)Nc2cccc(Cl)c2C)c1
→ 105.8	-1.0	-3.8	2.5	0.6	-0.8	3.4	-2.4	-1.8	-0.508	1660
O=C(NCc1ccccn1)/C(=N/O)c1ccccc1
→ 101.4	-1.9	-2.7	-2.8	-0.9	2.3	-15.3	8.2	-8.1	0.299	1312
COc1ccc(CN(C)Cc2nc3scc(-c4ccccc4)c3c(=O)[nH]2)cc1OC
→ 99.4	-1.9	3.1	-2.0	4.6	1.4	9.9	0.2	2.1	-0.258	1587
CCC1CCCCN1CCNC(=O)CNS(=O)(=O)c1ccc2nc(C)sc2c1 (configuration not stated)
→ 94.1	6.3	7.5	6.8	10.8	-1.5	4.7	-4.7	-8.8	0.129	1438
Cc1ccc(-n2ncc3c(=O)n(CC(=O)NC4CCCCC4)cnc32)cc1
→ 102.8	-0.9	-10.3	9.6	2.0	3.9	-0.5	-7.6	-20.0	·	1444
Cc1cccc(NC(=O)c2cc([N+](=O)[O-])ccc2NCC2CCCO2)n1 (configuration not stated)
→ 91.2	-1.2	6.3	8.8	15.2	-0.5	-0.3	3.5	0.7	-2.16	1467
COc1ccc(C)cc1S(=O)(=O)Nc1cc(Cl)ccc1Cl
→ 102.9	3.0	5.0	1.6	-2.1	2.6	-1.8	-4.2	·	-2.35	1500
COCCCNCC(O)C(F)(F)F (configuration not stated)
→ 106.7	-2.9	-3.5	-3.6	-4.2	3.1	-9.5	0.2	2.1	0.918	1433
O=C(Nc1ccc2c(c1)OCCO2)c1cc(-n2cnnc2)ccc1Cl
→ 98.6	7.2	3.2	6.0	6.0	1.8	-0.3	5.8	-25.8	·	1748
Cc1cccc(Nc2nc(N)c([N+](=O)[O-])c(N3CCN(C)CC3)n2)c1
→ 93.5	-3.8	-4.1	12.3	7.0	1.3	0.1	0.4	-7.0	·	1643
O=C(Nc1nc2ccc(S(=O)(=O)N3CCCC3)cc2s1)c1ccco1
→ 101.9	-6.7	3.6	-4.9	0.2	5.2	-8.4	0.0	-4.4	-0.292	1570
CSCC[C@H](NC(=O)NCc1cccs1)C(=O)O
→ 97.5	4.6	2.4	0.1	7.0	1.6	6.0	7.4	-7.7	0.295	1581

Quoted from the listing.
O=C(NCc1ccccn1)/C(=N/O)c1ccccc1 – STAT3 act: 101.4
Cc1ccc(-n2ncc3c(=O)n(CC(=O)NC4CCCCC4)cnc32)cc1 – STAT3 blocker: 2.0
Cc1cccc(NC(=O)c2cc([N+](=O)[O-])ccc2NCC2CCCO2)n1 (configuration not stated) – RAM inhibit: -0.5
O=C(Nc1nc2ccc(S(=O)(=O)N3CCCC3)cc2s1)c1ccco1 – PPARg SRC-2 ag: -6.7

Fetched by structure from above, 2 records:
Values run as follows: STAT3 act	PPARg SRC-2 ag	PPARg SRC1 recr	TLR4 MyD88 comp	STAT3 blocker	RAM inhibit	STAT1 inh	PPARg SRC3 recr	S1P3 antag	ROMK mod	SRC2 TRFRET art
CCN(CC)CCN1C(=O)C(=O)/C(=C(/O)c2c(C)[nH]c(C(=O)OC)c2C)C1c1ccccc1 (configuration not stated)
→ 96.5	-11.7	0.2	-8.5	6.2	-1.4	-3.2	5.3	·	-0.169	1370
CCC1CCCCN1CCNC(=O)CNS(=O)(=O)c1ccc2nc(C)sc2c1 (configuration not stated)
→ 94.1	6.3	7.5	6.8	10.8	-1.5	4.7	-4.7	-8.8	0.129	1438

Next part
Values run as follows: STAT3 act	PPARg SRC-2 ag	PPARg SRC1 recr	TLR4 MyD88 comp	STAT3 blocker	RAM inhibit	STAT1 inh	PPARg SRC3 recr	S1P3 antag	ROMK mod	SRC2 TRFRET art
O=C(NCc1ccco1)c1cc(NS(=O)(=O)c2cccc([N+](=O)[O-])c2)ccc1O
→ 92.8	-2.3	12.8	-11.0	17.8	2.6	4.7	2.6	-1.3	1.18	1444
O=C1CC(c2ccc(Cl)cc2)n2nc(N3C(=O)CCC3=O)nc2N1 (configuration not stated)
→ 97.4	-0.5	-2.3	-12.5	5.6	0.9	-3.0	-4.4	-24.8	·	1462
CCN(CC)S(=O)(=O)c1ccc(C(=O)NCc2ccc(C)cc2)cc1
→ 96.2	1.3	8.7	2.5	8.2	1.6	1.9	12.4	·	·	1638
COC(=O)/C(C#N)=C/c1ccc(C)o1
→ 100.2	1.2	6.5	-14.6	2.1	1.2	-2.5	3.0	-13.9	0.249	1729
FC(F)(F)c1cnc(C(c2ccccc2)c2ncn[nH]2)c(Cl)c1 (configuration not stated)
→ 103.4	5.1	-2.6	-0.9	3.4	2.7	4.3	1.8	-8.7	0.215	1582
Cc1ccc(C)c(N2C(=N)S/C(=C\c3ccc(-c4ccccc4C(=O)O)o3)C2=O)c1
→ 101.8	1.4	6.3	26.1*	1.8	1.7	-6.1	0.4	-4.0	-0.647	1721
Cc1cc(C=O)c(C)n1-c1ccc(Oc2ccc([N+](=O)[O-])cn2)cc1
→ 87.7	3.1	-3.0	5.2	15.7	5.0	3.8	-0.5	-18.7	·	1456
S=C(NCc1ccccn1)Nc1ccccc1
→ 107.2	-2.4	1.4	11.4	0.8	1.2	-13.5	2.9	-13.7	0.222	1473
